Assay outcomes: PubChem, several laboratories
APP 5UTR inh: APP translation inhibition; SH-SY5Y APP 5'UTR-luciferase reporter, luminescence; inhibition, % at 2 µM; actives 0.82% (n = 190,000); AID 1285;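 active = inhibition above a set limit, derived from the sample mean plus 3 SD, cut at about 45% in these data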; also: values of inactives mirror those of a sister screen read the other way
STAT3 blocker: STAT3 signaling inhibition; U3A cells, IL-6 STAT3-luciferase reporter, luminescence; host cell line lacks STAT1; inhibition, % at 5.5 µM; actives 0.89% (n = 190,000); AID 862;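 active = inhibition above the mean inhibition across all screened compounds plus 3 SD, cut at about 44% in these data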;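 also: 0% = DMSO only wells and 100% = 100 µM nifuroxazide control wells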
Hsp70 act: Hsp70 transcriptional activation, primary screen; HeLa Hsp70 promoter luciferase reporter, luminescence; scaled: vehicle 0, proteasome-inhibitor control 100%; activation, % at 10 µM; actives 0.04% (n = 200,000);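 active = activation above the mean across all tested compounds plus 3 SD, cutoff set per campaign, cut at about 5.5% in these data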;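 also: 100% = MG132 at 30 µM as the positive control and 0% = DMSO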
APP 5'UTR act: activates APP 5'UTR luciferase reporter. actives 1% (n = 190,000). AID 1276. SH-SY5Y APP 5'UTR luciferase reporter, luminescence; zero percent = DMSO vehicle wells. activation, % at 2 µM;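 active = activation above a set limit, based on mean plus 3 SD of controls, cut at about 140% in these data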; also: values of inactives mirror those of a sister screen read the other way
STAT1 inh: inhibitors of IFN-gamma induced STAT1 signaling. actives 0.35% (n = 200,000). inhibition, % at 5.5 µM. NIH 3T3 STAT1-luciferase reporter, luminescence;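 active = inhibition above a set limit, the mean inhibition across all tested compounds plus 3 SD, cut at about 34% in these data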;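 also: 0% = IFN-gamma with DMSO and 100% = IFN-gamma with 300 µM nifuroxazide; values of inactives mirror those of a sister screen read the other way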
FLuc inh counter: inhibits firefly luciferase, flagging false hits in luciferase inhibition screens | P08659 | ATPLite firefly luciferase biochemical luminescence, 10 min | inhibition, % at 10 µM | actives 1.5% (n = 200,000) | AID 1006;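 active = inhibition above about 50% when tested at 10 µM, limit read from the data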
Target sequence (P08659 whole entry, looked up): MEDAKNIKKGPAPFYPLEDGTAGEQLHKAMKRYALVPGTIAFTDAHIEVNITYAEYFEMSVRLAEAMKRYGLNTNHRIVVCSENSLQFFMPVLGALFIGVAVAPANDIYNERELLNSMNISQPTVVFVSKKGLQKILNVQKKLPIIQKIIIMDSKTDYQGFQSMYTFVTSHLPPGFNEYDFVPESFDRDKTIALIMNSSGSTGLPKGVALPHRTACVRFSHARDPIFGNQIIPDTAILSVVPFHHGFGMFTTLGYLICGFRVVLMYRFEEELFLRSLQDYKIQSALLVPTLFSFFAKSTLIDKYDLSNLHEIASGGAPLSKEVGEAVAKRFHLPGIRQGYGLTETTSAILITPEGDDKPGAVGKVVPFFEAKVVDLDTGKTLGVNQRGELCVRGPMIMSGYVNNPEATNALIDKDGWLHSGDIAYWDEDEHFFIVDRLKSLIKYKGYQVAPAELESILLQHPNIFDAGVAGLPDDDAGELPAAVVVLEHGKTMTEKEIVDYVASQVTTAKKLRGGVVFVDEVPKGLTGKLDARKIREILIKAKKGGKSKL
NF-kB expr up: NF-kB expression increase, human neuronal cells | NF-kB reporter expression; stronger effect = higher value | fold change at 12.5 µM | actives 1.6% (n = 190,000); in the data active = fold change above about 3.3
STAT1 act: STAT1 signaling activation; actives 2.6% (n = 200,000); NIH 3T3 STAT1-luciferase reporter, IFN-gamma, luminescence; 100% = IFN-gamma alone, no compound; activation (% of control), % at 5.5 µM;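 active = activation above the screen-wide mean activation plus 3 SD, cut at about 130% in these data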;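 also: raw ratio to IFN-gamma control signal so 100% means no change and 0% no light; values of inactives mirror those of a sister screen read the other way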
RAM network inh: inhibitors of the yeast RAM network; S. cerevisiae dse1pr::URA3 reporter, 5-FOA growth OD615, 2 d; analog-sensitive cbk1-as2 kinase mutant strain; inhibition, % at 50 µM; actives 1.8% (n = 190,000); AID 868;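 active = inhibition above a set limit, 3 SD over mean compound inhibition, cut at about 8.4% in these data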;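 also: 0% = DMSO-only wells with no growth and 100% = 10 µM 1-NA-PP1 full growth; inhibition rescues growth on 5-FOA so higher OD means more RAM inhibition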
STAT3 activator: activators of IL-6 induced STAT3 signaling; activation (% of control), % at 5.6 µM; U3A cells, IL-6 STAT3-luciferase reporter, luminescence; 100% = signal with IL-6 EC80 alone; actives 0.91% (n = 190,000);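 active = activation above the screen-wide mean of compound activation plus 3 SD, cut at about 130% in these data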;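 also: 0% = background luminescence of wells with medium and substrate only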
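Material: STAT1-lacking human U3A cells, STAT3 luciferase reporter | Benchmarks: IL-6-only wells as 100% reference | Probe or stimulus: IL-6 (33 ng/mL) | Timing: Compound 1 h, then IL-6 6 h at 37 °C | Detection: Luminescence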
Active calls of the source: *; x = not tested or not shown.

SMILES | APP 5UTR inh | STAT3 blocker | Hsp70 act | APP 5'UTR act | STAT1 inh | FLuc inh counter | NF-kB expr up | STAT1 act | RAM network inh | STAT3 activator
COc1ccc(NC(=O)C(c2cc3c(cc2[N+](=O)[O-])OCO3)N(C)Cc2ccccc2)cc1 (stereo unspecified) | -27 | -8 | -0.1 | 27 | -10 | -3 | 0.98 | 109 | 1.6 | 110
CCc1nc(NCC2CCCN2CC)c2nnn(Cc3ccccc3F)c2n1 (stereo unspecified) | -2 | -8 | 0.1 | 3 | -4 | -2 | 0.91 | 103 | 0.0 | 111
COCCOC(=O)c1cc(C(=O)c2cc(Cl)ccc2O)coc1=N | -20 | 11 | -0.1 | 20 | 4 | -7 | 0.78 | 94 | 1.2 | 99
COC(=O)CCCCC1SCC(NC(=O)c2ccccc2)C1=O (stereo unspecified) | 9 | -4 | -0.2 | -9 | 3 | -5 | 1.2 | 98 | 2.0 | 105
C=CCn1c(O)c(N=NC(=S)Nc2ccc(OC)c(Cl)c2)c2ccccc21 | 44 | 8 | 0.3 | -44 | 10 | -3 | 0.67 | 91 | 4.7 | 100
O=C1N/C(=N/S(=O)(=O)c2ccccc2)S/C1=C/c1cccnc1 | -20 | 0 | -0.1 | 20 | -2 | -2 | 1.1 | 102 | 7.4 | 100
COCCCNC(=O)c1cccc2c(=O)c(C)c(-c3ccccc3)oc12 | -7 | 9 | -0.3 | 7 | 8 | 0 | 0.71 | 93 | 0.6 | 92
OC(COC(c1ccccc1)c1ccccc1)CN1CCOCC1 (stereo unspecified) | -8 | 12 | -0.4 | 8 | 2 | -5 | 1.7 | 98 | -0.3 | 94
O=C(/C=C/c1ccc(Cl)cc1)NCc1cccs1 | -4 | -11 | 0.3 | 4 | -22 | 3 | 2.1 | 120 | 2.9 | 112
O=C(O)CN1CCc2ccccc2C1 | 13 | 1 | -0.1 | -13 | 9 | -10 | 1.4 | 90 | 1.8 | 102
Cc1ccc(S(=O)(=O)c2nc(Nc3nccs3)sc2Cl)cc1 | 5 | 6 | -0.2 | -5 | 13 | -7 | 0.99 | 88 | 2.0 | 99
Cc1cccc(C2c3[nH]c4ccccc4c3CCN2C(=O)c2nn(C)c(=O)c3ccccc23)n1 (stereo unspecified) | 7 | -38 | -0.1 | -7 | 1 | 0 | 0.47 | 98 | 0.6 | 137*
CC#CCCc1nc2ccccc2c(=O)n1N | 10 | 8 | -0.4 | -9 | -5 | -1 | 1.2 | 104 | 0.5 | 96
COc1ccccc1C1(O)CCN(C(=O)c2cccs2)CC1 | 8 | -4 | -0.1 | -8 | 3 | -4 | 1.2 | 97 | 0.7 | 104
O=C(Nc1ccc2oc(-c3cccnc3)nc2c1)c1ccc2c(c1)OCCO2 | -22 | 16 | -0.3 | 22 | 6 | 24 | 1 | 94 | 0.4 | 91
Cc1cc(NS(=O)(=O)c2ccccc2)c([N+](=O)[O-])cc1C | -7 | -1 | -0.3 | 7 | -2 | -3 | 1.3 | 102 | 0.4 | 103
O=C(Nc1cccc(C(F)(F)F)c1)c1cc(S(=O)(=O)N2CCCCC2)ccc1N1CCOCC1 | -13 | 3 | -0.2 | 13 | 3 | -9 | 0.91 | 98 | 3.6 | 103
CC1CC(C)CN(c2ncc3c(n2)CC(c2ccccc2Cl)CC3=O)C1 (stereo unspecified) | 5 | 13 | -0.3 | -5 | -4 | -7 | 1 | 104 | 5.2 | 93
CC(=O)N1CCC(N(CCN2CCOCC2)C(=S)Nc2cccc(C)c2C)CC1 | 8 | 25 | -0.2 | -8 | 4 | -6 | 1.1 | 97 | 1.5 | 77
CCOC(=O)N1CCN(Cc2nc3c(c(=O)[nH]c(=O)n3C)n2CCCc2ccccc2)CC1 | 2 | 3 | -0.3 | -2 | 6 | -2 | 0.93 | 95 | 1.7 | 105

Whole records as entered above. Screens in order: APP 5UTR inh	STAT3 blocker	Hsp70 act	APP 5'UTR act	STAT1 inh	FLuc inh counter	NF-kB expr up	STAT1 act	RAM network inh	STAT3 activator
CC(=O)N1CCC(N(CCN2CCOCC2)C(=S)Nc2cccc(C)c2C)CC1 is listed with 8	25	-0.2	-8	4	-6	1.1	97	1.5	77
C=CCn1c(O)c(N=NC(=S)Nc2ccc(OC)c(Cl)c2)c2ccccc21 is listed with 44	8	0.3	-44	10	-3	0.67	91	4.7	100

The listing continues:
SMILES | APP 5UTR inh | STAT3 blocker | Hsp70 act | APP 5'UTR act | STAT1 inh | FLuc inh counter | NF-kB expr up | STAT1 act | RAM network inh | STAT3 activator
O=C(CCCN1C(=O)/C(=C/c2cccs2)SC1=S)NNC(=O)c1ccncc1 | -9 | 7 | -0.2 | 9 | 2 | -6 | 0.95 | 98 | 1.6 | 96
CCOC(=O)c1c(C)[nH]c(C(=O)COC(=O)c2[nH]c(C)c(C(C)=O)c2C)c1C | -14 | 33 | -0.3 | 14 | 21 | -8 | 0.83 | 81 | 5.8 | 76
COCC(=O)NCCc1nc(-c2ccccc2)cs1 | -11 | 8 | -0.2 | 11 | 5 | -6 | 1.1 | 95 | -1.0 | 98
Cc1ccc(CNc2nc3ccccc3n3cnnc23)cc1 | 8 | 14 | -0.4 | -8 | -6 | 2 | 0.93 | 105 | 3.1 | 95
O=C1CC(c2cccs2)CC2=C1C(c1ccccc1)n1ncnc1N2 (stereo unspecified) | -1 | 15 | -0.2 | 1 | -3 | -10 | 1.1 | 102 | 1.9 | 90
COc1ccc(Sc2cc(C(F)(F)F)nc(-c3ccccn3)n2)cc1 | 1 | 10 | -0.3 | -1 | 0 | 0 | 0.86 | 100 | -0.6 | 96
CCc1c(C(=O)NCCc2ccc(OC)c(OC)c2)[nH]c(C)c1C(C)=O | -3 | 3 | 0.2 | 3 | 2 | -8 | 1.3 | 98 | -0.3 | 103
COc1ccc(CNS(=O)(=O)c2cccc(S(=O)(=O)N3CCOCC3)c2)cc1 | -15 | -8 | 0.1 | 15 | 6 | -4 | 1.1 | 95 | 2.9 | 111
COc1ccc(C(C(=O)NC2CCCC2)N(CCN2CCOCC2)C(=O)c2ccc(OC)c(OC)c2)cc1 (stereo unspecified) | 12 | 0 | -0.2 | -12 | 1 | -3 | 1.1 | 99 | -0.9 | 100
Cc1ccc(-c2c3c(=O)n(C)c(=O)n(C)c3cn2N2CCOCC2)cc1 | -9 | -10 | -0.1 | 9 | -5 | -6 | 1.2 | 105 | -0.1 | 111
Cc1ccc(OC(=O)C2c3ccccc3Oc3ccccc32)cc1C | -21 | -3 | -0.2 | 21 | -8 | -1 | 4.6* | 108 | 7.0 | 101
Cc1ccc(S(=O)(=O)C2(C(=O)Nc3ccc(C(C)C)cc3)CC2)cc1 | -16 | -6 | -0.2 | 16 | -15 | -4 | 1.7 | 113 | 4.5 | 106
Cc1nc(SCC(=O)c2ccc(F)cc2)n[nH]1 | 14 | 2 | -0.3 | -14 | 1 | 1 | 1.1 | 100 | 3.1 | 103
Cc1noc(/C=C/N(C)C)c1S(=O)(=O)N1CCc2ccccc21 | 0 | -56 | -0.2 | 0 | 6 | -2 | 0.94 | 94 | 1.2 | 151*
CCCCOc1ccc(S(=O)(=O)NNC(=O)C2Cc3c(ccc4ccccc34)O2)cc1 (stereo unspecified) | 7 | -1 | -0.5 | -7 | 5 | -4 | 0.91 | 96 | 0.9 | 103
CSc1nnc2n(C)c3c(c(=O)n12)C1(CCCC1)Cc1ccccc1-3 | -14 | -6 | -0.1 | 14 | 2 | -4 | 0.49 | 98 | 1.0 | 109
O=C(CN1CCCCC1)Nc1cc(Cl)ccc1Cl | -2 | 7 | -0.2 | 2 | -8 | -1 | 1.9 | 108 | -0.9 | 100
COc1ccc(OC)c(NC(=O)CCn2cccc2)c1 | 14 | 10 | 0.1 | -14 | -5 | -4 | 0.89 | 104 | 1.8 | 92
CN(Cc1ccccc1)C(=S)Nc1ccc(OC(F)F)cc1 | -11 | -1 | -0.4 | 11 | 0 | 0 | 1 | 100 | -0.5 | 103
COc1ccc(OC(=O)CN2C(=O)C3C4CCC(C4)C3C2=O)cc1 (stereo unspecified) | 6 | -14 | -0.5 | -6 | -6 | 0 | 1.1 | 105 | 1.1 | 109
CCOC(=O)C1=C(C)N[C@@]2(O)c3ccccc3C(=O)[C@@]12O | 3 | 2 | 0.0 | -3 | -2 | -7 | 0.9 | 102 | 0.2 | 101
Cc1cccn2c(=O)c(/C=N/O)c(N3CCCCC3)nc12 | -2 | 17 | -0.3 | 2 | 13 | 0 | 1.1 | 88 | -0.8 | 87
CCOc1ccccc1NC(=O)COn1nnc2ccccc21 | -2 | 0 | -0.1 | 2 | -5 | -7 | 1.2 | 105 | 1.2 | 103
CCCCCCC(=O)Nc1nc(C)c(-c2csc(Nc3cc(Cl)ccc3OC)n2)s1 | -5 | 0 | -0.1 | 5 | -12 | -10 | 1 | 111 | 2.9 | 105
CCOC(=O)Cc1nc2ccccc2o1 | -2 | -3 | -0.2 | 2 | -7 | -4 | 0.94 | 106 | 1.7 | 106
CCCOc1ccc(NC(=O)C2CC(=O)N(C(C)C)C2)cc1 (stereo unspecified) | 3 | 0 | 0.2 | -3 | 3 | -8 | 1.2 | 98 | -0.3 | 103
CCOc1ccccc1NC(=O)C1C2C=CC(C2)C1C(=O)O (stereo unspecified) | 8 | -4 | -0.1 | -8 | -6 | -3 | 1.1 | 106 | 0.5 | 103
CC(=O)c1cc(C#N)c(N2CCCCC2)nc1C | 16 | 4 | -0.3 | -16 | 2 | 1 | 1.1 | 95 | 0.7 | 100
CN(C(=O)c1ccccc1C(=O)c1ccccc1)C1CCS(=O)(=O)C1 (stereo unspecified) | -7 | 13 | -0.3 | 7 | 4 | -1 | 0.96 | 96 | 0.6 | 94
O=C(Nc1ccc(C(=O)NC2CCCCC2)cc1)c1cccnc1 | 6 | 13 | -0.3 | -6 | -4 | -2 | 1.1 | 102 | 0.3 | 95
Cc1cc(NC(=O)Cc2ccccc2)c2ccccc2n1 | -6 | 72* | -0.1 | 6 | 32 | 0 | 1 | 70 | 1.2 | 40
Cc1ccccc1OCC1Cn2c(nc3c2c(=O)[nH]c(=O)n3C)O1 (stereo unspecified) | -13 | 6 | -0.5 | 13 | 4 | -6 | 1.2 | 96 | 0.8 | 99
COC(=O)c1cc(C(=O)OC)n(Cc2ccc(Cl)cc2Cl)n1 | -10 | 0 | 0.9 | 10 | 3 | -5 | 0.89 | 97 | -0.4 | 100
O=C(CCl)N(Cc1cccc([N+](=O)[O-])c1)c1cccc(Cl)c1 | 8 | 31 | 0.1 | -8 | 60* | -7 | 0.16 | 44 | -0.8 | 81
O/N=C(/CCc1ccccc1)C1(O)CCCCC1 | -12 | 9 | -0.5 | 12 | 0 | -6 | 1.1 | 100 | 1.1 | 97
CCn1c(SCC(=O)NCc2ccco2)nnc1-c1ccncc1 | -8 | 0 | -0.1 | 8 | -4 | -10 | 1.2 | 103 | -0.2 | 101
Cc1nc2ccc(NC(=O)c3cc([N+](=O)[O-])cc([N+](=O)[O-])c3Cl)cc2s1 | 9 | -7 | -0.2 | -9 | -9 | 29 | 1.1 | 108 | 1.1 | 102
CCC(Sc1ccccn1)C(=O)Nc1nnc(C)s1 (stereo unspecified) | 2 | 8 | -0.3 | x | 8 | 2 | 1.1 | 100 | 1.7 | 96
